Source: PubChem
ALDH1A1 block = blocks purified human ALDH1A1 activity; P00352; Purified ALDH1A1, NADH fluorescence, propionaldehyde substrate; Potency, µM (series often up to 75.3 µM), without a hit: at the highest dose activity, negative = inhibition, usual class: inhibitors; 220,000 compounds, 7.3% hits; active = well fitted inhibition curve with a large enough effect, not every such curve was filed as active; inconclusive = small, poorly fitted or top-dose-only effect, or another doubt; inactive = no such curve, though single readings can be large or run the other way;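 note: plate controls were no enzyme wells and a reference inhibitor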
TRb-SRC2 inh = inhibitors of human thyroid hormone receptor beta-SRC2 interaction | Potency, µM (top dose mostly 106 µM), for the others: at the top dose activity change, negative = inhibition, most hits filed as inhibitors | TRbeta-SRC2 peptide binding, fluorescence polarization; receptor liganded with 1 µM T3 | P10828 | 280,000 compounds, 0.065% hits;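 note: plate controls were bound peptide for no effect and peptide without receptor for full effect; nearly all actives have a fitted effect of over 50% in size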
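Read-out is fluorescence polarization (555 nm excitation, 632 nm emission) of a Texas Red SRC2 coactivator peptide; loss of signal reflects blocked binding to human TRb ligand-binding domain in the presence of 1 uM T3.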
TR SRC2 fluor cs = alters Texas Red total fluorescence, flagging assay interference. TRb/SRC2 Texas Red total fluorescence interference. Potency, µM (top dose mostly 106 µM), for inactives: at the top dose fluorescence change, negative = quenching. 280,000 compounds, 0.29% hits; active = well fitted curve in either direction with a large enough effect; inconclusive = small, poorly fitted or top-dose-only effect; note: % is set by controls: 0 for no effect and ±100 for the full control effect
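Flags fluorescent or light-absorbing compounds by total fluorescence, S + 2P, at 555 nm excitation and 632 nm emission. Mixture: 20 nM Texas Red SRC2 peptide, 0.6 uM human TRb LBD, 1 uM T3, 5% DMSO; compound exposure 5 h at ambient temperature.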
SMN2 splice up = increases expression of the SMN2 splice variant; HEK293 SMN2-luciferase splicing reporter, luminescence, 30-36 h; Potency, µM (top dose mostly 46.1 µM), for inactives: at the top dose activity change, positive = activation, usual class: activators; 210,000 compounds, 2.8% hits; AID 1458; note: % of control where 0% means no effect; nearly all actives have a fitted effect of over 55% in size
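HEK293 cells carry an SMN2 […]–luciferase reporter in which exon 7 inclusion puts luciferase in frame. Cells were plated 10-12 h before compound addition, then incubated 30-36 h at 37C. ONE-Glo luminescence was read; sodium butyrate at 4.5 mM final served as control.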
RGS12 GoLoco inh = inhibitors of human Gai1-RGS12 GoLoco interaction (red fluorophore) | Potency, µM (series often up to 61.6 µM), inactives show at the top dose activity, negative = inhibition, hits mostly inhibitors | 230,000 compounds, 0.44% hits | Gai1:RGS12 GoLoco peptide FP, rhodamine, 10 min; active = well fitted inhibition curve with a large enough effect, not every such curve was filed as active; inactive = no such curve, though single readings can be large or run the other way; note: % is set by controls: 0 for no effect and ±100 for the full control effect; nearly all actives have a fitted effect of over 30% in size; many of its hits are not listed in these tables
RECQ1 helicase = RECQ1 (human) helicase inhibition; RECQ1 DNA unwinding, red fluorescence kinetic read; Potency, µM (series often up to 57.3 µM), without a hit: at the highest dose activity, negative = inhibition, usual class: inhibitors; 240,000 compounds, 0.54% hits;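 note: plate controls were vehicle for no effect and no enzyme for full effect; nearly all actives have a fitted effect of over 30% in size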
Target sequence (P46063 whole entry, looked up): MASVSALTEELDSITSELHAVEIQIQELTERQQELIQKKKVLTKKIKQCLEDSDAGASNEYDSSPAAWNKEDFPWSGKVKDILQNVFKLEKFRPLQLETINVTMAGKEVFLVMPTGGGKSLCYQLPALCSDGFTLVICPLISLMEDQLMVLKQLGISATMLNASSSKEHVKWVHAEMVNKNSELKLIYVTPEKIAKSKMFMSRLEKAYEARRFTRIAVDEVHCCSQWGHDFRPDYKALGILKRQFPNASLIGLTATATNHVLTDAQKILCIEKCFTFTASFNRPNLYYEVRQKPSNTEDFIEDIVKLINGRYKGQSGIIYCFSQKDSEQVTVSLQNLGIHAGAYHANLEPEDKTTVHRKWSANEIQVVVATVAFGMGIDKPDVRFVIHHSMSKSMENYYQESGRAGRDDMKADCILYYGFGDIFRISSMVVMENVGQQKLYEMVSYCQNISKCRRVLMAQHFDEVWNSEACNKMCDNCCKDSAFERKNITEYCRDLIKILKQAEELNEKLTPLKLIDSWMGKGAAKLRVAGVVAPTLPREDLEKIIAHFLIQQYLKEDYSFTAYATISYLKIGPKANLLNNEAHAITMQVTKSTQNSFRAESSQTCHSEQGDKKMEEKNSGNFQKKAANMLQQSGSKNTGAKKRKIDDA
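RECQ1T1 50 nM; forked duplex (20 bp + 30-nt ss tails) 200 nM, ATP 2 mM final; pH 8.0, 2 mM MgCl2, 2.5 ug/ml poly(dI-dC); 15 min compound preincubation; discontinuous kinetic read over 2 h at RT.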
KDM4E inh = JMJD2E (human) inhibition | Potency, µM (highest dose often 57.1 µM), inactives show at the highest dose activity change, negative = inhibition, most hits filed as inhibitors | JMJD2E catalytic domain, FDH-coupled NADH fluorescence (FDH is formaldehyde dehydrogenase) | 230,000 compounds, 1.6% hits | AID 2147; active = well fitted inhibition curve with a large enough effect, not every such curve was filed as active; inconclusive = small, poorly fitted or top-dose-only effect, or another doubt; inactive = no such curve, though single readings can be large or run the other way;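 note: 0% = wells with enzyme and -100% = buffer wells without enzyme; nearly all actives have a fitted effect of over 50% in size; many of its hits are not listed in these tables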
Target sequence (B2RXH2 1-337 limits assumed): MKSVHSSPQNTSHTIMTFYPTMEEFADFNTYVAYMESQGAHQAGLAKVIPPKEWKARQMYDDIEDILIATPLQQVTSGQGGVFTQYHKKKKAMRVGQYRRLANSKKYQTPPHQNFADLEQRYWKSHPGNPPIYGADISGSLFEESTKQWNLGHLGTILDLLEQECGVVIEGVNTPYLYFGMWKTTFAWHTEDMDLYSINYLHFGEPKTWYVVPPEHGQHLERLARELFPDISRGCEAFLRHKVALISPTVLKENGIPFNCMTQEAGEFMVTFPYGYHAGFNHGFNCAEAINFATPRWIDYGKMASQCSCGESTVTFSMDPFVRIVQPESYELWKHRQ
LMNA splice mod = changes lamin A minigene splicing in HeLa cells; Potency, µM (top dose mostly 46.1 µM), without a hit: top-dose ratio change, negative = inhibition, hits mostly inhibitors; HeLa LMNA splicing GFP/RFP minigene ratio, 48 h; 200,000 compounds, 0.01% hits; AID 1487; active = well fitted inhibition curve with a large enough effect in the signal ratio, with a control signal flat, not every such curve was filed as active; inconclusive = small, poorly fitted or top-dose-only effect, or effect the other way, or a change in a side signal; the % refers to the signal ratio; note: % is set by controls: 0 for no effect and ±100 for the full control effect
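Read-out is the ratio of GFP to DsRed2 object intensity, acquired by 488 nm laser-scanning cytometry on HeLa lamin A-EGFP minigene reporter cells. Compound incubation 48 hrs at 37 °C in Opti-MEM with 2% FBS; DMSO 0.5% final.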
Active calls of the source: *; i = inactive; ? = inconclusive; · = not tested or not shown; & = joins results of further samples; [ ] = dose if it differs, or a comment. Unless noted, calls come from the whole dose curve; as a rule, active = well fitted curve in the direction sought with a large enough effect; inconclusive = small, poorly fitted or top-dose-only effect, or another doubt; inactive = no such curve, though single readings can be large; an effect the other way counts as inactive or inconclusive. Potency is the fitted concentration of half-maximal effect.

SMILES	ALDH1A1 block	TRb-SRC2 inh	TR SRC2 fluor cs	SMN2 splice up	RGS12 GoLoco inh	RECQ1 helicase	KDM4E inh	LMNA splice mod
O=C(C1CCCO1)N1CCN(C(=S)Nc2ccccc2)CC1 (configuration not stated)	5%	-5%	-2%	1%	-4%	0%	6%	10%
O=C[C@@H]1CCCN1C(=O)[C@@H]1CCCN1C(=O)OCc1ccccc1	7.9µM*	-9%	1%	0%	-14%	1%	·	·
Cc1nc2ccc(NC(=O)c3cc(S(=O)(=O)N(C)c4ccccc4)ccc3Cl)cc2s1	-5%	6%	5%	-78%[inhibitor]	173%[activator]	-20%	-7%	?
COc1ccccc1N1N=C(c2cccs2)CC1c1ccccc1 (configuration not stated)	?	2%	-1%	-23%	5%	-8%	?	?
CC(=O)N(C)c1ccc(C(O)(C(F)(F)F)C(F)(F)F)cc1	1%	-1%	-1%	-58%[inhibitor]	7%	-11%	0%	·
CSC(=NC#N)N1CCN(c2ccc(Cl)cc2)CC1	?	-1%	1%	-22%	5%	4%	9%	-3%
CC(C)c1ccc(NC(=S)NNc2ccc(Cl)c(C(=O)O)c2)cc1	·	7%	-3%	·	-1%	?	-6%	·
CC(C)=CCN1CCN(Cc2ccc3nsnc3c2)CC1CCO (configuration not stated)	9%	-6%	-6%	·	13%	i	3%	·
OCCNc1nc(N2CCCC2)nc(N2CCCC2)n1	3%	-8%	0%	-23%	-9%	-3%	0%	-5%
c1ccc(-n2ncc3c(N4CCN(c5ccccn5)CC4)nc(N4CCCCCC4)nc32)cc1	1%	0%	-2%	7%	-34%	0%	1%	1%
Cc1sc2cc(-c3cccc([N+](=O)[O-])c3)c(-c3cccc([N+](=O)[O-])c3)c[n+]2c1C	-4%	-6%	-7%	-5%	-3%	-4%	10%	-4%
Cc1cc(-c2cccc([N+](=O)[O-])c2)nc2ccccc12	?	5%	?	-7%	-26%	-13%	2%	-10%
CCCCOc1cc(C(=O)NCCN(CC)CC)c2ccccc2n1	1%&1%	6%	-1%	-7%	9%	-16%	32µM*	?
Clc1ccc(SCCn2cncn2)cc1	-4%	-3%	-6%	·	3%	-5%	?	-2%
O=C1CN(C(=O)c2ccccn2)c2ccccc2N1	17%	-5%	1%	3%	-1%	i	2%	2%
CCc1ccc(NC(=O)CCc2nc3cccnc3n2Cc2ccc(OC)cc2)cc1	16%	-2%	0%	-10%	-6%	-4%	2%	13%
COCC(C)n1c(C)cc(C(=O)CN2C(=O)NC3(CCCCC3C)C2=O)c1C (configuration not stated)	-9%	-2%	-3%	-5%	4%	-10%	-5%	0%
O=C(COC(=O)c1ccc(Cl)nc1)NCCC1=CCCCC1	?	-4%	3%	3%	2%	-14%	20%	-6%[46 µM]
Cn1cccc1Cc1nnc(SCC(=O)Nc2ccc(F)cc2)n1CCc1ccccc1	?	-7%	-1%	-9%	7%	6%	-7%	-12%
OCCN1CCN(c2cc(C(F)(F)F)nc3c(F)cccc23)CC1	·	3%	-4%	·	3%	-6%	-22%	·
Cc1ccc(OCC(=O)N(Cc2ccccc2)C2CCS(=O)(=O)C2)c([N+](=O)[O-])n1 (configuration not stated)	-11%	4%	-5%	·	·	-7%	-8%	-9%
CC(=O)NCCNc1ncnc2ccc(-c3ccoc3)cc12	?	·	·	·	11%	i	·	3%
COc1ccc(Nc2nc(NCCCN3CCOCC3)nc(N)c2[N+](=O)[O-])cc1	·	0%	-2%	·	1%	-6%	1%	·
CCOC(=O)CSc1nc(-c2ccncc2)ccc1C#N	?	-15%	-3%	1.1µM*	-8%	i	?	7%
COC(=O)c1ccc(OCC(=O)c2ccccc2)cc1	2%	6%	-1%	13µM*	3%	-14%	2%	8%

Other records follow.
SMILES	ALDH1A1 block	TRb-SRC2 inh	TR SRC2 fluor cs	SMN2 splice up	RGS12 GoLoco inh	RECQ1 helicase	KDM4E inh	LMNA splice mod
CCCCOC(=O)Cn1c(=O)n(CC(=O)OCCCC)c2ccccc21	10%	2%	1%	15%	6%	-1%	3%	8%
CCCCC/C=C\C/C=C\CC1OC1C/C=C\CCCC(=O)O (configuration not stated)	-7%&2%	2%&-9%	-1%&-1%	-2%&6%	2%&-2%	20%&-4%	-4%	·
O=C(NNC(=O)C1CCCN(c2ncccn2)C1)c1ccncc1 (configuration not stated)	-6%	3%	-1%	-13%	5%	-2%	?	16%[46 µM]
COC(=O)c1ccccc1NC(=O)Nc1ccc(C(=O)N2CCCC2)cc1	1%	-1%	-2%	-7%	-1%	-2%	?	2%
CCOC(=O)c1sc(NCc2ccco2)c(-c2nc3ccccc3s2)c1N	?	-18%	-9%	-7%	28%	-18%	?	2%
CCCCc1nc2c(c3c1C[C@H](C)OC3)CN(C(=O)Nc1ccc(OC)cc1)CC2	1%[13.5 µM]	-3%[11.2 µM]	-1%[11.2 µM]	-1%[9.22 µM]	6%[14.2 µM]	i[11.5 µM]	8%[11.4 µM]	-6%[9.22 µM]
NC(=O)CC(NC(=O)c1cccc(Br)c1)c1ccc(N2CCC(N3CCCC3)CC2)c([N+](=O)[O-])c1 (configuration not stated)	·	-4%	-1%	·	-1%	1%	-9%	·
COc1ccccc1C(=O)Nc1ccc(-c2nnn(CC(=O)N3CCN(C(=O)c4ccco4)CC3)n2)cc1	?	-1%	0%	-36%[inhibitor]	6%	i	1%	·
COc1ccc(CCNC(=O)CN(c2ccc(OC)c(OC)c2)S(C)(=O)=O)cc1OC	6%	5%	1%	8%	6%	1%	2%	14%
CCC(C)(C)NC(=O)CN(Cc1cccs1)C(=O)CCC(=O)Nc1nccs1	1%	-1%	-3%	-4%	-6%	i	4%	4%
O=S(=O)(Nc1cccc(-c2cn3cccnc3n2)c1)c1ccc(F)cc1	?	-1%	-1%	7%	-13%	-1%	?	?
Cn1c(=O)c(-c2ccccc2)nc2cnc(Nc3ccccc3)nc21	10%	·	·	·	18%	-3%	·	11%
Cc1ccc(NC(=O)COC(=O)c2cccnc2)c(C)c1	-7%	-10%	-11%	-13%	8%	17%	-18%	·
Cc1ccc(S(=O)(=O)NNC(=O)c2sc3nc(C)cc(C)c3c2-n2cccc2)cc1	0.14µM*	-2%	3%	4%	1%	-3%	6%	2%
Cc1ccc(OCc2nc(-c3ccccn3)n[nH]2)cc1	6%	-1%	-1%	?	13%	-2%	?	1%
COC/C=C/C1=CC2=CC(=O)C(C)(OC(=O)CCC(=O)OC)C(=O)C2=CO1 (configuration not stated)	-3%	13%&-19%	0%&12%	0%	13%&49%	-4%&-26%	?	·
COc1ccc(CCNC(=O)CSc2ccc(-c3cccs3)nn2)cc1OC	14%	-7%	0%	-23%	11%	i	1%	0%[46 µM]
Cc1ccc(-c2cccc(C3CC=CC4C3C(=O)N(Cc3ccccc3)C4c3ccc(C(F)(F)F)cc3)c2)cc1 (configuration not stated)	·	3%&-6%	-1%&1%	·	1%	-7%	?	·
CC(C)Cn1c(CN2CCCCC2C)nc2c1c(=O)n(C)c(=O)n2C (configuration not stated)	-3%	0%	-1%	2%	9%	-3%	8%	-11%
CCCN1CCN(C(=S)Nc2ccc(S(N)(=O)=O)cc2)CC1	10%	-2%	0%	·	6%	i	9%	·
Cc1cccc(Nc2nnc(SC3CCOC3=O)s2)c1C (configuration not stated)	-4%	5%	1%	1%	-5%	-9%	-18%	8%[9.22 µM]
Cc1ccc(-c2cc(N)n(-c3ccccc3)n2)cc1	?	-32%	-1%	11µM*	-28%	0%	1%	7%
O=c1[nH]c2ccc(NC(=S)Nc3ccccc3)cc2[nH]1	?	0%	2%	·	0%	i	-14%	·
O=C(c1cc(C(F)(F)F)cc(C(F)(F)F)c1)N1CCC2(CC1)CN(c1ccncc1)C2	7%	·	·	-8%	4%	i	·	·
CC1=C(C#N)C(c2ccoc2)C(C(=O)OCc2ccccc2)=C(N)S1 (configuration not stated)	28µM*	-16%	3%	-4%	15%	2%	-25%	-9%

(more compounds)
SMILES	ALDH1A1 block	TRb-SRC2 inh	TR SRC2 fluor cs	SMN2 splice up	RGS12 GoLoco inh	RECQ1 helicase	KDM4E inh	LMNA splice mod
CCOC(=O)c1sc(=S)n(CC)c1NC(=O)CC	-11%	0%	-5%	9%	7%	-9%	6%	-6%
O=C(Cn1cc2c(n1)CCCCC2)NCc1cccs1	-5%	2%	-3%	·	2%	-6%	4%	·
CC(C)(C)OC(=O)NCCCC[C@H](NC(=O)c1[nH]cnc1C(=O)N[C@@H](Cc1ccccc1)C(=O)OC(C)(C)C)C(=O)OC(C)(C)C	·	4%	-3%	·	2%	-15%	2%	·
CCCCCCCCCCC(C)(C)C(=O)Nc1c(OC)cc(OC)cc1OC	-8%	3%	-6%	-14%	4%	-9%	?	·
Oc1ccc(-c2nccc(-c3cccs3)n2)cc1	-4%	2%	-5%	?	-5%	-7%	8%	2%
O=C(CSCc1ccc(Cl)cc1)N/N=C/c1c(Cl)cccc1Cl	11%	-3%	0%	-2%[1.84 µM]	-4%	2%	7%	-6%
CCCCOC(=O)c1ccc(NC(=O)CSc2nncn2C)cc1	?	-6%	-1%	·	·	-4%	-1%	-4%
CC(=O)OCC1=C(C(=O)O)N2C(=O)[C@@H](NC(=O)Cc3cccs3)[C@@H]2SC1	-1%[20.9 µM]	-9%[53 µM]	-4%[53 µM]	-9%[20.6 µM]	18%[21.6 µM]	-1%[25.9 µM]	-1%[25.5 µM]	-12%
COc1ccc(C(=O)c2c[nH]c(C(=O)NCCCn3ccnc3)c2)cc1	2%	1%	-1%	-5%	12%	-1%	3%	26%[46 µM]
O=C1C2CCC(C2)[C@@H]2CCCCN12 (some centres not stated)	?	-1%[201 µM]	4%[201 µM]	·	2%[136 µM]	-4%[126 µM]	·	·
COc1ccc(C2CC3CC(c4ccccc4)N2O3)cc1 (configuration not stated)	0%	-3%	0%	-7%	5%	i	10%	7%
COc1cccc(C(=O)NC(C)C(c2cccs2)N2CCOCC2)c1 (configuration not stated)	?	-11%	0%	2%	-10%	i	-6%	-6%

Not all compounds are listed; the hit share may differ from the screen's.
